Bioassay records: PubChem, The Scripps Research Institute Molecular Screening Center
MITF primary: MITF inhibitors, primary screen, biochemical, AlphaScreen, human | inhibition, % at 2.6 µM | Microphthalmia-associated transcription factor (Homo sapiens), O75030 | AID 1259374, 2018 | AlphaScreen MITF homodimerization, bead proximity signal | hit rate 0.91% among 650,000; in the data active = inhibition above about 50%;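 note: 0% = vehicle wells with protein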
Target sequence (O75030 whole entry, looked up): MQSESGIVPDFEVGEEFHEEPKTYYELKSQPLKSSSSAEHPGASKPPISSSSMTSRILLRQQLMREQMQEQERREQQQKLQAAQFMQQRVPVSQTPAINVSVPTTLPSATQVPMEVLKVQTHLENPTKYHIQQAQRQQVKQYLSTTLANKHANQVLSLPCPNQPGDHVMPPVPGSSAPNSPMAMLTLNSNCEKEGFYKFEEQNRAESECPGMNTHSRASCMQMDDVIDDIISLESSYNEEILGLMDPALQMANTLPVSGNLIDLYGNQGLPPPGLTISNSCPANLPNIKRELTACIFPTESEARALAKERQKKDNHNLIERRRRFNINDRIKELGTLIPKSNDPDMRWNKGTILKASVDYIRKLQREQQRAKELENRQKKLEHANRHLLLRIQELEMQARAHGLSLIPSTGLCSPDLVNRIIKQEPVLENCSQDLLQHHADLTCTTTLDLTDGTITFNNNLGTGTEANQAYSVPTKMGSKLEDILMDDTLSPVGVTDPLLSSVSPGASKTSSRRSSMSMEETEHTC
FBW7 act: FBW7 E3 ligase activators, primary screen, biochemical, AlphaScreen, human | AlphaScreen FBW7–phospho-cyclin E peptide binding, activator screen | normalized activity (activation), % at 26.1 µM | hit rate 0.13% among 650,000 | AID 1259310, 2017; in the data active = normalized activity above about 1.9%;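 note: purified mutant Fbw7 with reduced substrate affinity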
GPR151 activ: activators of human GPR151, primary screen, cell-based, PathHunter beta-arrestin, luminescence | activation, % at 11.2 µM | PathHunter beta-arrestin GPR151 cells | hit rate 1% among 650,000; in the data active = activation above about 4.9%;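 note: 0% = median of compound wells and 100% = cells with positive control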
Target sequence (Q8TDV0 whole entry, looked up): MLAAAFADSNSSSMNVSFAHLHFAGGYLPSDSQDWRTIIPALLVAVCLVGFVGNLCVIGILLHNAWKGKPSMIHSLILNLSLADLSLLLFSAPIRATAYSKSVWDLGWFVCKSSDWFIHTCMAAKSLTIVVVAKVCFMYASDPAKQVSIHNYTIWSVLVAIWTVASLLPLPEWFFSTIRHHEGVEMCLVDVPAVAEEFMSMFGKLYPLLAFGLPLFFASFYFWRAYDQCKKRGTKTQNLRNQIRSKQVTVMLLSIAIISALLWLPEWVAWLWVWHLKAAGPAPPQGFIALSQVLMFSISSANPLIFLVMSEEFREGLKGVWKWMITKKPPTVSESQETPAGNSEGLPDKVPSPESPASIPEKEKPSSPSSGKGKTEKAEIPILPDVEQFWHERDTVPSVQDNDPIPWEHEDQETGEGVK
TEAD-YAP block: TEAD-YAP interaction inhibition, primary screen, TEAD-YAP interaction inhibitor project, luminescence, HEK-TIYL cells | TEAD-Gal4/YAP UAS-luciferase luminescence | inhibition, % at 9.12 µM | hit rate 1.4% among 640,000 | AID 1259422, 2018; in the data active = inhibition above about 32%;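 note: 0% = median of test compound wells and 100% = reference inhibitor wells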
* hit, by the source's call; x = not tested or not shown. This is a random part of the collection; 3.5% or so of the library scored in one or more.

cpd	smiles	MITF primary	FBW7 act	GPR151 activ	TEAD-YAP block
1	COc1ccccc1NC(=O)CCCNC(=O)Cn1cnc2sc3c(c2c1=O)CCCC3	22	0.2	0.6	7
2	O=c1oc2cc(Br)ccc2n1Cc1ccccc1	1	0.5	0.0	3
3	S=C(c1ccc(-c2ccccc2Cl)o1)N1CCN(c2ccccc2)CC1	17	0.2	0.8	-23
4	O=C(CCCC(=O)NCCCc1ccccc1)NCCCc1ccccc1	30	0.0	1.1	-4
5	O=C(CCN1C(=O)/C(=C/c2cccs2)SC1=S)Nc1ccc(O)cc1	12	-0.1	-0.1	-7
6	Cc1cc(C(=O)N2CCCC(C(=O)Nc3cccc(-c4cc5ccccc5[nH]4)c3)C2)no1 (stereo unspecified)	-4	0.2	-0.8	-10
7	O=C(/C=C/c1ccc([N+](=O)[O-])cc1)N1CCCc2ccccc21	28	0.2	0.6	-7
8	COc1ccc(OC)c(C(=O)c2ccc(C(=O)Nc3ccc(NC(C)=O)cc3)cc2)c1	1	-0.1	0.4	6
9	COc1cccc(C2C(C(C)=O)=C(O)C(=O)N2CCCN(C)C)c1 (stereo unspecified)	-2	-0.1	0.6	-9
10	COc1cccc(C(CC(=O)NCCC2=CCCCC2)NS(=O)(=O)c2ccc(C)cc2)c1OC (stereo unspecified)	11	0.0	0.0	-1
11	COC(=O)c1cc(OC)c(OC)c(OC)c1NS(=O)(=O)c1ccc(F)cc1	9	0.2	-0.9	5
12	CC1=C(C(=O)OC2CCCCCCC2)C(c2ccc(Cl)c(Cl)c2)CC(=O)N1 (stereo unspecified)	3	0.1	-0.1	-2
13	CCCCOc1ccc(C(=O)N2CCN(c3nc4ccccc4s3)CC2)cc1	6	0.0	1.4	-6
14	CCn1c(-c2csc3ccccc23)n[nH]c1=S	6	0.1	-0.5	6
15	CN1C(=O)N(C)C(NNC(N)=S)C1NNC(N)=S (stereo unspecified)	11	-0.1	0.6	88*
16	CCOC(=O)C1=C(O)/C(=C/c2ccccc2Cl)SC1=Nc1ccc(F)cc1	9	-0.2	0.1	-9
17	O=C(c1ccco1)N1N=C(c2ccccc2)CC1c1ccccc1 (stereo unspecified)	11	0.5	0.6	-1
18	NC(=O)CCCSc1nc2ccccc2[nH]1	4	0.0	-1.1	2
19	CCOc1ccccc1N(C)C(=O)c1cc(S(=O)(=O)N2CCCC2)ccc1F	21	0.0	-0.3	1
20	O=[N+]([O-])c1cccc(/C=N/Nc2nnc3c(n2)[nH]c2ccc(Br)cc23)c1	13	-0.1	0.1	6
21	O=C(Cn1cc(-c2nnc(-c3ccccc3)o2)c2ccccc21)N1CCCc2ccccc21	3	0.3	-0.3	-3
22	Cc1cc(C)cc(N2C(=O)CSC23C(=O)Nc2ccc(Br)cc23)c1 (stereo unspecified)	1	0.0	0.2	5
23	CC(=O)c1cccc(NC(=O)CCSCCC(=O)Nc2cccc(C(C)=O)c2)c1	-13	0.0	-0.8	8
24	C=CCN1C(=O)/C(=C\c2ccc(OCC#N)c(OC)c2)SC1=S	12	0.2	0.0	7
25	NS(=O)(=O)c1ccc(N=C2NC(=O)/C(=C\c3ccccc3)S2)cc1	-11	0.0	1.0	-14
26	Cc1ccc(S(N)(=O)=O)c(C)c1NS(C)(=O)=O	13	0.1	-0.7	2
27	COc1ccc(C(=O)NC(=S)NNC(=O)Cc2cccs2)cc1	9	0.0	1.9	-8
28	CCCCN(CC)C(=O)c1ccccc1SCC	11	0.2	-1.2	0
29	CN(C)CCCNC(=O)c1ccc(-c2cncc(-c3cccc(O)c3)n2)cc1	-2	-0.3	0.6	-24
30	COc1cc(CN2CCOc3ccc(CN4CCOCC4)cc3C2)cc2c1OCO2	4	0.4	-0.4	9
31	CCOc1ccccc1-n1cnc2cc(C(=O)NCc3ccco3)ccc21	9	-0.2	0.3	3
32	O=C(NCCc1ccccc1Cl)C1CC(=O)N(c2ccccc2)C1 (stereo unspecified)	10	0.1	1.6	-8
33	O=C(C1CCN(S(=O)(=O)c2ccc(Br)s2)CC1)N1CCCCC1	-13	-0.1	0.3	-2
34	CSc1nc(OCC(=O)c2ccccc2)c2c3c(sc2n1)CCCC3	7	0.5	-0.6	2
35	O=C(NCCCN1CCCCCC1)c1cc2c(=O)oc3ccccc3c2s1	7	0.0	-1.1	5
36	CCCC(=O)Nc1nc2ccc(NC(=S)NC(=O)CC)cc2s1	11	0.2	1.3	4
37	O=[N+]([O-])c1ccc(/C=N/N/C(=N/c2ccccn2)c2ccccn2)cc1	25	-0.4	-1.5	-35
38	CCCOC(=O)c1ccc(N2COc3ccc4c(C)cc(=O)oc4c3C2)cc1	-1	0.0	0.4	-4
39	Cc1cc(NC(=O)CSc2nc3ccsc3c(=O)n2-c2ccc(F)cc2)n[nH]1	-8	-0.4	1.0	4
40	Cc1ccccc1CC1SC(=Nc2ccc(Br)cc2)NC1=O (stereo unspecified)	14	0.0	0.4	-1
41	O=C(Nc1nc2c(s1)CCCC2)c1ccccc1Cl	-6	-0.2	-7.8	45*
42	CCOC(=O)/C(C)=N\N1CCc2ccccc21	3	0.1	0.7	-13
43	O=C(NNC(=O)c1ccc(Cl)c(Cl)c1)c1ccccc1	18	-0.1	-1.2	-16
44	Cc1nc(CC(=O)N2CCC(C(Cc3ccccc3)N(C)Cc3ccncc3)CC2)n[nH]1 (stereo unspecified)	-2	0.1	1.6	10
45	S=c1[nH]c2cc(Cl)cc(Cl)c2o1	17	0.3	-0.5	-1
46	CC(=O)Oc1ccc(N2C(=O)c3ccc(Oc4cccc(N)c4)cc3C2=O)cc1	-4	-0.2	-1.0	16
47	O=C(CN1CCN(S(=O)(=O)c2ccccc2)CC1)Nc1ccc(Br)cc1	0	-0.1	-0.8	14
48	O=C(CSc1ccc(C(F)(F)F)cc1[N+](=O)[O-])Nc1cccc(Cl)c1	19	0.1	0.0	-3
49	NC(=O)C1CCN(C(=O)CCSCCc2ccncc2)CC1	2	0.4	1.7	-29
50	COc1ccc(CNC(=O)CN2N=C(c3ccc(Cl)cc3)CCC2=O)cc1	-10	-0.4	-0.8	3
51	Cc1cc(C)n(-c2cc(N3CCN(C(=O)c4cccc(Br)c4)CC3)ccc2[N+](=O)[O-])n1	8	-0.1	1.3	11
52	CCCOc1ccc(C2C(C#N)=C(N)OC3=C2C(=O)CCC3)cc1OCC (stereo unspecified)	7	-0.1	-0.1	0
53	CC(C)(C)c1ccc(S(=O)(=O)NCC(=O)Nc2ccc3c(c2)OCO3)cc1	6	0.0	2.2	8
54	CCCCS(=O)(=O)C(=C(Nc1ccccc1)Nc1ccccc1)S(=O)(=O)CCCC	17	0.3	0.1	6
55	Cc1ccccc1N=Cc1c(O)[nH]c(=S)[nH]c1=O	15	0.0	2.5	5
56	O=C(/C=C/c1cccc([N+](=O)[O-])c1)N1CCN(c2ccc(F)cc2)CC1	2	0.2	-1.2	17
57	CCc1nnc(NC(=O)CN2C(=O)c3ccccc3C2=O)s1	8	0.3	-1.9	8
58	Cc1ccc(CNC(=O)c2ccc3c(c2)C2C=CCC2C(c2ccc([N+](=O)[O-])cc2)N3)cc1C (stereo unspecified)	-13	-0.2	-0.3	-5
59	CCOc1cc(C(Nc2ccccn2)c2ccc3cccnc3c2O)ccc1O (stereo unspecified)	50	-1.1	0.2	-7
60	CC1=C(C(=O)Nc2ccc(C)cc2)C(c2ccc(Cl)cc2)NC(=O)N1 (stereo unspecified)	6	0.7	-0.1	-3

Some of these compounds in order of length of the SMILES, ascending:
cpd	smiles	MITF primary	FBW7 act	GPR151 activ	TEAD-YAP block
49	NC(=O)C1CCN(C(=O)CCSCCc2ccncc2)CC1	2	0.4	1.7	-29
57	CCc1nnc(NC(=O)CN2C(=O)c3ccccc3C2=O)s1	8	0.3	-1.9	8
59	CCOc1cc(C(Nc2ccccn2)c2ccc3cccnc3c2O)ccc1O (stereo unspecified)	50	-1.1	0.2	-7
50	COc1ccc(CNC(=O)CN2N=C(c3ccc(Cl)cc3)CCC2=O)cc1	-10	-0.4	-0.8	3
60	CC1=C(C(=O)Nc2ccc(C)cc2)C(c2ccc(Cl)cc2)NC(=O)N1 (stereo unspecified)	6	0.7	-0.1	-3
53	CC(C)(C)c1ccc(S(=O)(=O)NCC(=O)Nc2ccc3c(c2)OCO3)cc1	6	0.0	2.2	8
56	O=C(/C=C/c1cccc([N+](=O)[O-])c1)N1CCN(c2ccc(F)cc2)CC1	2	0.2	-1.2	17

Remaining list, next part
cpd	smiles	MITF primary	FBW7 act	GPR151 activ	TEAD-YAP block
61	O=C(Nc1ccc2oc(-c3ccncc3)nc2c1)c1cc2ccccc2o1	-19	0.1	-0.4	-10
62	O=S(=O)(NCC(O)CN1CCOCC1)c1ccc2ccccc2c1 (stereo unspecified)	3	0.0	0.2	6
63	Cc1cc(C(=O)O)ccc1NC(=O)Cc1ccccc1	-5	-0.2	-3.3	6
64	CC1=C(C(=O)Nc2cccc([N+](=O)[O-])c2)C2(CCC(C)CC2)OC1=O (stereo unspecified)	7	0.0	0.5	2
65	CC(=O)Nc1ccc(-c2cc(C(=O)O)c3c(-c4ccc(F)cc4)[nH]nc3n2)cc1	6	-0.3	-1.8	1
66	COC(=O)[C@H]1CN(C(=O)Cc2nonc2C)C[C@@H]1c1ccc(F)cc1	-4	-0.2	-0.4	-5
67	CCCCNC(=O)c1cc(S(=O)(=O)N2CCC(C)CC2)ccc1F	7	0.1	-1.7	-4
68	CC(=O)c1ccc(-c2ccc(Oc3ccccc3N3CCOCC3)nc2)cc1	20	0.3	0.3	-9
69	CCN(CC)c1nc(NCc2ccccc2)nc(N2CCCC2CO)n1 (stereo unspecified)	4	0.1	0.5	-10
70	c1cnc(Nc2nc(NCCN3CCOCC3)c3ncn(-c4ccsc4)c3n2)cn1	0	-0.1	1.6	66*
71	Cc1nc2nc(C)c(CCC(=O)NCCC(C)C)c(C)n2n1	15	-0.1	0.0	3
72	Cc1cc(O)c(C(c2ccc(Cl)c(Cl)c2)c2c(O)cc(C)n(C)c2=O)c(=O)n1C	-9	-0.4	1.2	1
73	Cc1ccc(CO/N=C/C(=O)Nc2ccc(C)cc2)cc1	15	0.2	0.6	-1
74	CN(C)CCn1c(C(=O)O)cc2ccccc21	17	0.6	-0.7	9
75	Cc1cc(C)c2c(c1)cc(CN(C(=O)C1CCC1)C1CCCC1)c1nnnn12	-1	-0.2	0.7	-5
76	O=C1CC(NCCc2ccccc2F)C(=O)N1c1ccc(I)cc1 (stereo unspecified)	12	0.1	-0.2	1
77	CCOC(=O)C1CCN(C(=O)COc2ccc3c(c2)C(=O)CC(C)(C)O3)CC1	8	-0.1	-0.3	9
78	O=S(=O)(c1ccc(F)cc1)N1CCN(c2ccc(-c3cccs3)nn2)CC1	8	0.1	-1.6	1
79	O=C1S/C(=C\c2ccc(O)cc2)C(=O)N1Cc1ccccc1	12	0.3	-0.1	11
80	O=C(NCc1nnc2n1CCN(Cc1nc(-c3ccccc3)cs1)CC2)C1CCOC1 (stereo unspecified)	0	-0.1	0.2	6
81	O=C(NC1CCCC1)C1CCN(Cc2cccc(Cl)c2)CC1	41	-0.2	2.6	8
82	Cc1cc(C)c2nc3sc(C(=O)N4CCCCC4)c(N)c3cc2c1	21	0.3	0.8	-8
83	CCC(=O)N1c2ccc(S(=O)(=O)NC3CCCCC3C)cc2CC1C (stereo unspecified)	2	0.0	-0.3	5
84	CCN(CC)c1nc(NCCCN2CCCC2=O)nc(NCc2cccc(C(F)(F)F)c2)n1	0	0.0	0.0	26
85	CC1CCCC(NC(=O)c2ccc(CNS(=O)(=O)c3ccc(F)cc3)cc2)C1C (stereo unspecified)	-3	-0.2	6.3*	-5
86	CCOc1ccc(N=C(c2cccc([N+](=O)[O-])c2)N2CCOCC2)cc1	-3	0.0	-0.6	-29
87	CCCCn1c(SC(CC)C(=O)Nc2ccc3c(c2)OCO3)nc2ccsc2c1=O (stereo unspecified)	69*	0.0	-1.0	2
88	CC1(OC(=O)c2cnc3ccccc3n2)C(=O)C=C2C=C(C3CC3)OC=C2C1=O (stereo unspecified)	-1	-0.1	2.7	x
89	CCCOc1ccc(/C=C/C(=O)Nc2cccc([N+](=O)[O-])c2)cc1	-1	0.1	0.9	-10
90	CCOCCCNC(=S)N1CCC(C(=O)c2ccc(F)cc2)CC1	-8	-0.1	-0.5	-8
91	COc1cc2c(cc1NC(=O)C/C(C)=N/NC(=O)C(=O)NCCO)oc1ccccc12	-3	-0.4	4.6	-19
92	CC1=NN(c2ccc(Cl)cc2)C(=O)C1=CN1CCN(C=C2C(=O)N(c3ccc(Cl)cc3)N=C2C)CC1	-7	-0.1	-1.4	0
93	COc1ccc(S(=O)(=O)NCCc2c[nH]c3ccccc23)c2ccccc12	22	0.0	0.0	1
94	Cc1ccc(-c2cc(C(=O)Nc3sc4c(c3C(N)=O)CCCCCC4)c3ccccc3n2)s1	5	0.0	-0.5	-11
95	CC(C)(c1ccccc1)c1ccc(OCC(O)CN2CCOCC2)cc1 (stereo unspecified)	-2	0.2	-0.4	9
96	O=C(Nc1nncs1)c1ccc(S(=O)(=O)c2ccccc2)cc1	7	0.1	0.8	-4
97	C#CCSc1nc2c(c(=O)n1C1CCCC1)C1(CCCC1)Cc1ccccc1-2	-10	0.0	0.2	7
